High-throughput results as filed in PubChem BioAssay.
PostGolgi ctrl = inhibits growth of the yeast control strain; efflux-deficient yeast background strain, growth absorbance A615, 16 h; inhibition, % at 10 µM; 98,000 tested, 5% active; AID 738
HUVEC prolif 384 = blocks proliferation of human endothelial cells | HUVEC proliferation, CellTiter-Glo luminescence, 72 h; hits give low values | viability, % at 10 µM (by protocol) | 86,000 tested, 1.1% active;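 active = viability at or below 30%; inactive = viability above 30%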;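 note: 100% = median luminescence of DMSO-only cell control wells on each plate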
Fibroblast inh = blocks proliferation of human lung fibroblasts; LL 47 human lung fibroblast viability, ATP luminescence; hits give low values; viability, % at 10 µM; 85,000 tested, 1.1% active;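 active = viability at or below 50% in the single dose screen; inactive = viability above 50%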;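 note: compound exposure lasted 72 h before the ATP readout; 100% = median luminescence of untreated cell-only wells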
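Benchmarks: Cell-only wells, no compound | Test system: LL 47 human lung fibroblasts, passage 12 or lower | Input: 1,150 cells/well | Measured by: CellTiter-Glo luminescence measuring cellular ATP | Medium: IMEM, 15% FBS supplement | Schedule: Overnight attachment after seeding, then 72 h compound exposure at 37 °C | Doses: Compound addition at 0.1% DMSO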
E coli WT exp = blocks growth of wild type E. coli BW25113; OD600 absorbance; growth inhibition, % at 100 µM; 98,000 tested, 0.15% active;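 active = growth inhibition above about 50% at one test dose, limit read from the data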;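 note: growth measured after 20 h incubation at 37 °C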
DAT uptake mod = modulates human dopamine transporter uptake under cocaine | LLC-PK1 hDAT cells, [14C]-dopamine uptake with cocaine IC80; actives deviate in either direction | B-score at 10 µM | 110,000 tested, 1.3% active | AID 449768;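 active = Z score or B-score, a plate-position-corrected score, falls beyond the plate's 99.7% confidence bounds, in either direction; inactive = both scores lie inside the 99.7% bounds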;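 note: scored against the spread of the other compound wells on the same plate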
Target sequence (Q01959 whole entry, looked up): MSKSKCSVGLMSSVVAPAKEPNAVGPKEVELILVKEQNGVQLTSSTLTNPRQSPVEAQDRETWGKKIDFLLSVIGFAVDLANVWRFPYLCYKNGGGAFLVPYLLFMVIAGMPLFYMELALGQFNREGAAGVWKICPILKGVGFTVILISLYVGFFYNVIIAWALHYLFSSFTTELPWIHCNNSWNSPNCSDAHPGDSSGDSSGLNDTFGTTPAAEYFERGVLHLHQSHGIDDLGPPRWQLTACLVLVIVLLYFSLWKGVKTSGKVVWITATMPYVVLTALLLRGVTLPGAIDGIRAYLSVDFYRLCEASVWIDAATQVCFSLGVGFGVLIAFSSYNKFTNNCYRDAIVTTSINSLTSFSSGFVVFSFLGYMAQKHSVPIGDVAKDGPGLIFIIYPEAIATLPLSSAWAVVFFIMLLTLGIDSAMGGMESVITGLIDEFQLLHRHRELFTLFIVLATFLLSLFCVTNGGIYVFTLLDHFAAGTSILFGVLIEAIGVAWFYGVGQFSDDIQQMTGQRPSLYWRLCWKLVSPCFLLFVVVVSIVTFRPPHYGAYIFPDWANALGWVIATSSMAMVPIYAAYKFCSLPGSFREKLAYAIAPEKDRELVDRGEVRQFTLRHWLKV
PostGolgi yeast = growth inhibition of a yeast mutant, post-Golgi transport screen; post-Golgi transport phenotypic cell assay; inhibition, % at 10 µM; 98,000 tested, 0.9% active;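 note: yeast cells grown in 1536-well plates; yeast grown about 18 h at 30C before absorbance read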
S1P2 agonist = agonists of human S1P2 receptor | O95136 | S1P2-expressing cell line, agonist reporter read-out | activation, % at 4.5 µM | 97,000 tested, 0.46% active; in the data active = activation above about 16%;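 note: 0% = vehicle low control and 100% = maximal reference agonist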
Target sequence (O95136 whole entry, looked up): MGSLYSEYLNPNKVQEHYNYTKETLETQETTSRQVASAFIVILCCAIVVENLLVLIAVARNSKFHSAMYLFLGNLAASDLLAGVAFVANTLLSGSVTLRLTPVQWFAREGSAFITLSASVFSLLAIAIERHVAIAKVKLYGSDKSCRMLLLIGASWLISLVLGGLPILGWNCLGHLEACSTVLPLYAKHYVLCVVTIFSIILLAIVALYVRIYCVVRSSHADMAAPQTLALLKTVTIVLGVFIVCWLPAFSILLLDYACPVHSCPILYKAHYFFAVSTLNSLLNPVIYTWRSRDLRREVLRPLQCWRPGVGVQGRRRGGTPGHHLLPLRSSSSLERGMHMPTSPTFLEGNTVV
H69AR inhibit = growth inhibitors of human H69AR lung tumor cells. H69AR lung tumor viability, ATP luminescence, 72 h; hits give low values. viability, % at 10 µM. 85,000 tested, 6% active;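 active = viability at or below 40%; inactive = viability above 40%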;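 note: multidrug resistant small cell line overexpressing MRP-1 efflux transporter; 100% = mean luminescence of untreated control wells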
S1P2 blocker = blocks the human S1P2 receptor | O95136 | cell-based S1P2 antagonist assay, inhibition at 5 uM | inhibition, % at 5 µM | 97,000 tested, 0.21% active | AID 736; in the data active = inhibition above about 45%;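 note: CRE beta-lactamase reporter cells expressing human S1P2 stimulated with S1P; 0% = agonist at EC80 alone and 100% = agonist plus reference antagonist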
* marks the source's active call; other numbers are inactive results; . = no result given. Cut-off read from the data, not from the text of the source, unless noted: active = inhibition above about 30%; inactive = the rest.

Values run as follows: PostGolgi ctrl | HUVEC prolif 384 | Fibroblast inh | E coli WT exp | DAT uptake mod | PostGolgi yeast | S1P2 agonist | H69AR inhibit | S1P2 blocker
Cc1ccc(NC(=O)N(Cc2ccco2)C(C)c2ccco2)cc1C (configuration not stated)
  12 | 97 | 105 | -2 | 1.2 | -2 | 0 | 71 | -23
O=C(O)COc1ccc2c(c1)CCCC2
  -2 | 87 | 91 | -13 | 0.57 | -2 | -1 | 82 | 21
N#Cc1c(-c2ccco2)c2c([nH]c1=S)CCCC2
  20 | . | . | 3 | 1.3 | 16 | . | . | .
CCOC(=O)c1ccc(NC(=O)CC2COc3ccccc3O2)cc1 (configuration not stated)
  32* | 97 | 99 | -6 | -0.84 | 4 | -3 | 108 | 7
Cc1cc(C)cc(NC2=NCC(=O)N2Cc2ccccc2)c1
  7 | 94 | 106 | 10 | -0.083 | -2 | -3 | 93 | -29
Cc1cc2nn(-c3cccc4ccccc34)nc2cc1N
  4 | 78 | 96 | -5 | -0.021 | 3 | 4 | 69 | 11
CCN(CC)C(=O)C1CCC(CNS(=O)(=O)c2cccc3cccnc23)CC1 (configuration not stated)
  -4 | 98 | 98 | 7 | 1.7 | 14 | -4 | 79 | -2
O=C(CCC(=O)N1CCOCC1)Nc1nnc(C2CCCCC2)s1
  -2 | 103 | 92 | 3 | -0.18 | 3 | -3 | 102 | 2
Cc1nc(SCC(=O)O)c2oc3ccccc3c2n1
  -5 | 103 | 105 | -2 | 0.73 | -19 | -5 | 87 | -16
CCCCn1c(O)c(C=NCCCN(C)C)c(=O)[nH]c1=O
  -12 | 84 | 99 | 5 | -0.0029 | 9 | -3 | 98 | 10
O=C(CCn1c(=O)sc2ccccc21)Nc1cccnc1
  . | 90 | 101 | . | 0.93 | . | -4 | 87 | -5
CCCCSc1nc(N)c(C#N)c(-c2cccs2)c1C#N
  10 | 92 | 80 | -3 | -1.4 | 11 | -4 | 92 | -5
Nc1sccc1C(=O)c1ccccc1
  2 | 98 | 95 | 12 | 0.013 | 8 | -3 | 88 | 10
Cc1ccc(-c2nnc(CSc3nnc(COc4cccc5ccccc45)n3-c3ccccc3)o2)cc1
  19 | . | . | -15 | . | -1 | 0 | . | -13
Cc1ccc(-n2ncc3c(=O)n(-c4ccc(C)c(C)c4)c(C)nc32)cc1
  19 | 92 | 98 | -9 | 0.65 | 14 | . | 96 | .
COc1cc([C@H]2[C@@H]3CCCC[C@]3(O)CCN2CC(=O)Nc2ccc(C)cc2C)ccc1O
  -3 | 102 | 86 | 5 | -0.024 | 1 | -1 | 98 | 13
Cc1cc(C)n(C(=O)CCNC(=O)c2ccccc2Br)n1
  2 | 90 | 95 | 10 | -0.042 | 1 | -7 | 92 | 6
O=c1c2oc3ccccc3c2ncn1Cc1ccccc1F
  12 | 80 | . | 3 | -0.64 | -1 | -2 | 95 | -18
COc1ccc(/C=N/n2cnnc2SCCO)cc1OC
  -9 | . | . | 5 | -1.1 | 0 | 19* | . | -29
CCOC(=O)C(CCCOc1cccc(CC)c1)C(=O)OCC
  2 | 101 | 96 | 13 | -1.1 | 6 | 1 | 104 | -17
Cc1cccc(C)c1OCC(O)CNS(=O)(=O)c1ccccc1C(=O)N1CCCCC1 (configuration not stated)
  . | 93 | 95 | . | 0.62 | . | -7 | 42 | 19
Cc1cc(C)nc(NC(=O)C(c2ccccc2)c2ccccc2)n1
  6 | . | . | -1 | 0.34 | 3 | -6 | . | -9
CN(Cc1ccccc1)S(=O)(=O)c1ccc(C(=O)Nc2nnc(C3CC3)o2)cc1
  20 | . | . | -1 | -0.58 | -7 | -11 | . | -1
Cc1ccc(-c2nc3cccnc3s2)cc1NC(=O)c1ccco1
  . | 75 | 70 | . | 0.61 | . | -2 | 77 | -9
O/N=C1\CC(O)Cc2nonc21 (configuration not stated)
  1 | 104 | 97 | -2 | . | -4 | -5 | 97 | 15
COc1ccc(S(=O)(=O)Nc2ccc3c(c2)OCO3)cc1Cl
  8 | 66 | 99 | 2 | . | -10 | 0 | 96 | -11
Cc1cc(NC(=O)C2C3C(=O)N(Cc4ccc(Cl)cc4)C(C(=O)NC(C)(C)C)C34C=CC2(C)O4)no1 (configuration not stated)
  1 | 102 | 102 | -2 | . | 4 | -3 | 98 | 4
CC(C)(C)c1csc(NC(=O)Cn2c(=O)oc3ccccc32)n1
  3 | 110 | 99 | 12 | 0.47 | -3 | -4 | 85 | -13
CCCN1CCN(c2ncnc3c2nnn3Cc2ccccc2)CC1
  -1 | 70 | 77 | 8 | 0.67 | 20 | -9 | 97 | -3
CN(C)/C=C1/Sc2ccccc2C1=O
  9 | 108 | 105 | 13 | -1.3 | -4 | -3 | 94 | -3

In another format: results already given.
structure | PostGolgi ctrl | HUVEC prolif 384 | Fibroblast inh | E coli WT exp | DAT uptake mod | PostGolgi yeast | S1P2 agonist | H69AR inhibit | S1P2 blocker
Cc1ccc(NC(=O)N(Cc2ccco2)C(C)c2ccco2)cc1C (configuration not stated) | 12 | 97 | 105 | -2 | 1.2 | -2 | 0 | 71 | -23
O=C(O)COc1ccc2c(c1)CCCC2 | -2 | 87 | 91 | -13 | 0.57 | -2 | -1 | 82 | 21
N#Cc1c(-c2ccco2)c2c([nH]c1=S)CCCC2 | 20 | . | . | 3 | 1.3 | 16 | . | . | .
CCOC(=O)c1ccc(NC(=O)CC2COc3ccccc3O2)cc1 (configuration not stated) | 32* | 97 | 99 | -6 | -0.84 | 4 | -3 | 108 | 7
Cc1cc(C)cc(NC2=NCC(=O)N2Cc2ccccc2)c1 | 7 | 94 | 106 | 10 | -0.083 | -2 | -3 | 93 | -29
Cc1cc2nn(-c3cccc4ccccc34)nc2cc1N | 4 | 78 | 96 | -5 | -0.021 | 3 | 4 | 69 | 11
CCN(CC)C(=O)C1CCC(CNS(=O)(=O)c2cccc3cccnc23)CC1 (configuration not stated) | -4 | 98 | 98 | 7 | 1.7 | 14 | -4 | 79 | -2
O=C(CCC(=O)N1CCOCC1)Nc1nnc(C2CCCCC2)s1 | -2 | 103 | 92 | 3 | -0.18 | 3 | -3 | 102 | 2
Cc1nc(SCC(=O)O)c2oc3ccccc3c2n1 | -5 | 103 | 105 | -2 | 0.73 | -19 | -5 | 87 | -16
CCCCn1c(O)c(C=NCCCN(C)C)c(=O)[nH]c1=O | -12 | 84 | 99 | 5 | -0.0029 | 9 | -3 | 98 | 10
O=C(CCn1c(=O)sc2ccccc21)Nc1cccnc1 | . | 90 | 101 | . | 0.93 | . | -4 | 87 | -5
CCCCSc1nc(N)c(C#N)c(-c2cccs2)c1C#N | 10 | 92 | 80 | -3 | -1.4 | 11 | -4 | 92 | -5
Nc1sccc1C(=O)c1ccccc1 | 2 | 98 | 95 | 12 | 0.013 | 8 | -3 | 88 | 10

Other structures follow.
Values run as follows: PostGolgi ctrl | HUVEC prolif 384 | Fibroblast inh | E coli WT exp | DAT uptake mod | PostGolgi yeast | S1P2 agonist | H69AR inhibit | S1P2 blocker
O=C(c1ccccc1)c1ccc2nc(N3CCN(C(=O)c4ccco4)CC3)c3nncn3c2c1
  20 | 70 | 89 | -8 | 1.4 | -3 | . | 18* | .
CCOC(=O)C1CCCN(C(=O)c2cc(-c3ccc(C)cc3)on2)C1 (configuration not stated)
  5 | 91 | 95 | 7 | 1.1 | 0 | 3 | 104 | 8
COc1ccccc1CNc1ccc(N2CCOCC2)c(C(=O)O)c1
  6 | 97 | 100 | 4 | 0.21 | -3 | -2 | 109 | 6
CC(C)(C)n1nnnc1C(c1cccs1)N(Cc1ccccc1)Cc1ccco1 (configuration not stated)
  25 | 112 | 95 | -19 | 0.28 | 0 | 0 | 71 | -28
CCOC(=O)c1nnc(-c2cccs2)nc1Oc1ccc(Cl)cc1
  47* | 76 | 94 | -16 | -0.48 | 22 | -3 | 52 | 7
O=C(CSc1ccc(Cl)cc1)OCc1nnc(-c2ccccc2)o1
  3 | 114 | 99 | -13 | -0.67 | 8 | -5 | 97 | -5
CCN1CCN(C(=O)C2c3cc(OC)c(OC)cc3C(=O)N(C)C2c2ccc(SC)cc2)CC1 (configuration not stated)
  -4 | 112 | 103 | -11 | -0.22 | -3 | -6 | 85 | 20
CCOC(=O)N1CCN(C(=O)c2oc(=O)c3ccccc3c2-c2ccc(C)cc2)CC1
  23 | 109 | 93 | -1 | -1.2 | 0 | -2 | 81 | -1
N#CCCN(C(=O)CSc1ccc2c(c1)OCCO2)c1ccccc1
  9 | 98 | 97 | -3 | 0.58 | 22 | . | 83 | .
CCCC(=O)Nc1nnc(-c2ccco2)s1
  -5 | 95 | 105 | -2 | 0.26 | 10 | -6 | 100 | 29
CCC1Sc2ccccc2N(CC(=O)NCc2ccc3c(c2)OCO3)C1=O (configuration not stated)
  9 | 84 | 100 | 5 | 0.36 | -2 | . | 94 | .
CC1CCN(c2cc(N)c(Cl)cc2[N+](=O)[O-])CC1
  38* | . | . | 11 | 0.038 | -6 | -2 | . | 2
Cc1cc(-c2cccs2)n[nH]1
  2 | 100 | 99 | -3 | 1.1 | -9 | . | 106 | .
O=C(Nc1ccc(S(=O)(=O)NCc2ccco2)cc1)c1ccncc1
  21 | . | . | 7 | -0.027 | -5 | -9 | . | 7
O=[N+]([O-])c1ccc(C2CCCC/C2=N/OCc2ccc(F)cc2)c([N+](=O)[O-])c1 (configuration not stated)
  5 | . | . | 2 | -0.82 | 18 | -4 | . | 14
CCN1CCN(c2c(Cl)cccc2NC(=O)c2ccc3c(c2)OCCO3)CC1
  -1 | 82 | 94 | 7 | 0.87 | 7 | -9 | 82 | 0
CC1CC(C)CN(C(=O)C2CCCN(S(=O)(=O)c3cccc4nonc34)C2)C1 (configuration not stated)
  10 | 111 | 88 | -10 | 0.44 | 0 | 3 | 63 | -22
CN(c1ccccc1C(=O)Nc1ccccc1C(=O)NCc1ccco1)S(C)(=O)=O
  0 | 104 | 100 | -4 | 0.55 | 1 | -6 | 87 | -5
COc1ccc(C(=O)Nc2ccc3c(c2)nc(CN2CCN(C(C)=O)CC2)n3C)cc1
  0 | 88 | 101 | 2 | 0.77 | -16 | -1 | 76 | -9
CCC(C)NC(=O)C1CCN(S(=O)(=O)c2ccc(OC)cc2)CC1 (configuration not stated)
  0 | 99 | 104 | -5 | -0.51 | 1 | -2 | 99 | -5
O=C(CSc1ncc(C(F)(F)F)cc1Cl)N1CCN(S(=O)(=O)c2ccccc2)CC1
  15 | 91 | 91 | -4 | 1.4 | -4 | -6 | 69 | 16
Cc1noc(C)c1S(=O)(=O)N(CC(=O)Nc1ccc2c(c1)OCO2)c1ccc(C(C)C)cc1
  2 | 78 | 96 | -6 | -1.6 | -17 | -4 | 67 | -4
COc1ccc(CCNC(=O)CN(c2ccc(C)cc2)S(=O)(=O)c2c(C)noc2C)cc1OC
  28 | 94 | 99 | 9 | 1.3 | -1 | -3 | 99 | 13
CCNC(=O)C1CC(=O)N(c2ccc(Br)cc2)C1 (configuration not stated)
  5 | 102 | 96 | 13 | -0.59 | -8 | -4 | 111 | 3
CCCOc1ccc(S(=O)(=O)NCCCN2CCOCC2)c2ccccc12
  10 | 78 | 94 | 7 | -0.029 | 1 | -1 | 75 | -1
Cc1ccc2c(COC(=O)C3=COCCO3)cc(=O)oc2c1
  -1 | 90 | 94 | -5 | -0.18 | 27 | -4 | 90 | 12
COc1ccc(CNc2nc3c(c(=O)[nH]c(=O)n3C)n2Cc2ccccc2C)cc1
  -1 | 87 | 90 | -9 | 0.39 | -8 | -9 | 81 | -4
Cc1ccc(N(NC(=O)C(C)(C)O)C(=O)c2ccccc2)cc1C
  1 | 103 | 102 | 2 | -0.59 | -2 | -1 | 104 | 6

Rows were taken by chance; any-hit rate near 11%.
